Bioassay records as filed in PubChem BioAssay.
APEX1 inh – APE1 (human) endonuclease inhibition; P27695; recombinant APE1, TAMRA/BHQ-2 abasic DNA cleavage fluorescence; Potency, µM (titrated, usually from 65.8 µM), inactives show at the highest dose activity change, negative = inhibition, usual class: inhibitors; 350,000 tested, 0.35% active;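 also: plate controls were vehicle for no effect and reference inhibitor for full effect; nearly all actives have a fitted effect of over 55% in size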
Target sequence (P27695 whole entry, looked up): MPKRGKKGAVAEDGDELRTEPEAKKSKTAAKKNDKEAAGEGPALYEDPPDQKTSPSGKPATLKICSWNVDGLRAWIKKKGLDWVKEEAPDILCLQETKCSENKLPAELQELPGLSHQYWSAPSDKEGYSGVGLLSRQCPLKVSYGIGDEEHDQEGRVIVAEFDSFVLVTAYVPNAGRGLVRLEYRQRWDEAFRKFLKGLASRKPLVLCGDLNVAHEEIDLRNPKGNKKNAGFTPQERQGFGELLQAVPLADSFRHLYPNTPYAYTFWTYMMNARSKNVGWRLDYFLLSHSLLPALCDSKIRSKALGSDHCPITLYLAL
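Enzyme (0.75 nM final) and test compound are incubated 15 min at room temperature before adding 50 nM quenched THF abasic-site duplex. Cleavage dequenches TAMRA, followed at 525/598 nm over three reads one minute apart.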
Apoferritin bind – binds horse apoferritin like a general anesthetic | P02791 | apoferritin/1-aminoanthracene competitive binding, fluorescence | Potency, µM (series often up to 77.5 µM), for inactives: at the top dose activity change, negative = displacement, hits mostly inhibitors | AID 485281 | 350,000 tested, 0.074% active; also: nearly all actives have a fitted effect of over 20% in size
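In PBS, apoferritin at 10 uM is loaded with 1-AMA from a 50% saturated solution. After 10 min of compound exposure at ambient temperature, reduced 535 nm fluorescence indicates probe displacement.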
POLK inh – inhibitors of human DNA polymerase kappa. Q9UBT6. purified Pol kappa, fluorescent DNA synthesis assay, 10 min. Potency, µM (titrated, usually from 107 µM), without a hit: top-dose activity, negative = inhibition, hits mostly inhibitors. 400,000 tested, 0.53% active. AID 588579
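10 nM Pol kappa was preincubated with compounds for 15 min at room temperature. Reaction started with 50 nM (final) substrate. Fluorescence read kinetically at 0 and 10 min.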
ALOX12 inh – ALOX12 (human) lipoxygenase inhibition; purified 12hLO, xylenol orange hydroperoxide absorbance; 580,000 tested, 1.1% active; Potency, µM (doses to about 108 µM), without a hit: top-dose activity change, negative = inhibition, actives largely listed as inhibitors
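Purified human 12hLO at 150 nM in 25 mM Hepes, 0.01% Triton X-100, pH 7.0, preincubated 15 min at room temperature with compound. Reaction started with 40 uM arachidonic acid, 30 min at room temperature. Hydroperoxide measured by Fe-xylenol orange, 573/405 nm absorbance ratio.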
The depositor's hits bear a star; ? = inconclusive; · = no result given; [ ] = dose if it differs, or a comment. Calls follow the shape of the dose curve; as a rule, active = well fitted curve in the direction sought with a large enough effect; inconclusive = small, poorly fitted or top-dose-only effect, or another doubt; inactive = no such curve, though single readings can be large; an effect the other way counts as inactive or inconclusive. Unless noted, % is scaled to controls: 0 for no effect and ±100 for the full control effect; potency is read from the fitted curve at half-maximal effect. Some of the compounds tested; rates above refer to the full screens.

SMILES	APEX1 inh	Apoferritin bind	POLK inh	ALOX12 inh
CC[C@H]1C(=O)OC[C@H]1Cc1cncn1C	5.7%[21 µM]	1.5%[29.3 µM]	-6.5%[12 µM]	·
C[C@H](CCC(=O)O)[C@H]1CC[C@@H]2[C@H]3[C@@H](CC[C@@]21C)[C@]1(C)CC[C@H](O)C[C@@H]1C[C@@H]3O	15.8%[21 µM]	2.0%[29.3 µM]	-5.6%[12 µM]	·
CC(=O)C1=C(O)[C@@H]2[C@@H]3c4c[nH]c5cccc(c45)C[C@@H]3C(C)(C)N2C1=O	?	·	-9.2%[19.4 µM]	?

Random excerpt: 2 compounds from above.
SMILES	APEX1 inh	Apoferritin bind	POLK inh	ALOX12 inh
CC(=O)C1=C(O)[C@@H]2[C@@H]3c4c[nH]c5cccc(c45)C[C@@H]3C(C)(C)N2C1=O	?	·	-9.2%[19.4 µM]	?
C[C@H](CCC(=O)O)[C@H]1CC[C@@H]2[C@H]3[C@@H](CC[C@@]21C)[C@]1(C)CC[C@H](O)C[C@@H]1C[C@@H]3O	15.8%[21 µM]	2.0%[29.3 µM]	-5.6%[12 µM]	·

Full records, looked up by structure. Order of values: APEX1 inh | Apoferritin bind | POLK inh | ALOX12 inh
`CC(=O)C1=C(O)[C@@H]2[C@@H]3c4c[nH]c5cccc(c45)C[C@@H]3C(C)(C)N2C1=O` reads ? | · | -9.2%[19.4 µM] | ?
`C[C@H](CCC(=O)O)[C@H]1CC[C@@H]2[C@H]3[C@@H](CC[C@@]21C)[C@]1(C)CC[C@H](O)C[C@@H]1C[C@@H]3O` reads 15.8%[21 µM] | 2.0%[29.3 µM] | -5.6%[12 µM] | ·
